Screens deposited in PubChem by Johns Hopkins Ion Channel Center.
TMEM16A act: activators or potentiators of mouse TMEM16A chloride channel; AID 623877; HEK293 TMEM16A/YFP-H148Q/I152L, iodide quench fluorescence; stronger effect = lower value; hit rate 0.3% among 340,000; B-score at 10 µM; Q8BHY3;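 active = fluorescence-ratio B-score plate-corrected deviation score at least 3 library SD below zero, with starting fluorescence score within 5 deviations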;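 also: channel opened by trigger with iodide after compound preincubation; score built on the fluorescence ratio of max minus min over baseline; more negative score means more quench and so TMEM16A activation or potentiation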
TRPC4 agonist: TRPC4 (mouse) channel activation. Q9QUQ5. HEK293 TRPC4beta/mu-opioid, Fluo4 calcium fluorescence; stronger effect = higher value. B-score at 10 µM. hit rate 0.49% among 310,000;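 active = B-score above 5 SD of library B-scores, and initial fluorescence ratio not above library mean plus 5 SD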;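 also: positive B-score marks a calcium rise read as TRPC4 activation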
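Material: HEK293 stable line with TRPC4beta plus mu-opioid receptor; technique: Fluo4 calcium-sensitive dye fluorescence, kinetic, 1 Hz baseline; timing: Fluo4 dye loading 45 min at room temperature, 110 s recording; controls: assay buffer as low control, maximal DAMGO as high control; read-out: integrated baseline-normalised fluorescence ratio, converted to per-well B score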
RGS4 inh: inhibitors of human RGS4; P49798; HEK293 M3R/RGS4 inducible, Fluo-4 calcium flux; stronger effect = higher value; triggered by carbachol at its EC20; B-score at 10 µM; hit rate 0.45% among 310,000; AID 463165;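 active = B-score, a plate-corrected calcium signal, over three deviations above library mean, with baseline fluorescence within five deviations of library mean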;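 also: RGS4 expression induced by doxycycline in cells with stable M3 receptor; B-score is computed from the integrated fluorescence ratio over baseline after carbachol; higher B-score means a larger calcium signal and so more RGS4 inhibition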
Target sequence (P49798 whole entry, looked up): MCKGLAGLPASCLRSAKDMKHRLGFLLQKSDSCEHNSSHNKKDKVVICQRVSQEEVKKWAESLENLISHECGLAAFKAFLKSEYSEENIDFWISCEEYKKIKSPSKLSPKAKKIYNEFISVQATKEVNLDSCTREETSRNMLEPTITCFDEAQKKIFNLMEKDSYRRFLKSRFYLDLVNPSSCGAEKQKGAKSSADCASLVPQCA
TRPC4 inh: blocks the mouse TRPC4 cation channel; Q9QUQ5; HEK293 TRPC4beta/mu-opioid, DAMGO-evoked Fluo4 calcium flux; stronger effect = lower value; B-score at 10 µM; hit rate 0.39% among 300,000;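 active = B-score over 3 SD under the library average, no early fluorescence shift, positive overall ratio signal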
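Assay system – HEK293 line stably carrying TRPC4beta and mu-opioid receptor · Doses – single dose · Detection – Fluo4 calcium-dye fluorescence, kinetic read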
MrgX1 PAM: human MrgX1 positive allosteric modulation, primary screen | MrgX1-HEK293, Fluo-4 calcium flux, FDSS; stronger effect = higher value | hit rate 0.63% among 310,000 | Q96LB2 | B-score at 10 µM;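 active = plate-corrected calcium response at least 3 library SD above typical, normal starting fluorescence, not activating the receptor alone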;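 also: compound read alongside a low EC10 to EC30 dose of BAM8-22 agonist; peak minus trough fluorescence over baseline measured at the second addition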
Target sequence (Q96LB2 whole entry, looked up): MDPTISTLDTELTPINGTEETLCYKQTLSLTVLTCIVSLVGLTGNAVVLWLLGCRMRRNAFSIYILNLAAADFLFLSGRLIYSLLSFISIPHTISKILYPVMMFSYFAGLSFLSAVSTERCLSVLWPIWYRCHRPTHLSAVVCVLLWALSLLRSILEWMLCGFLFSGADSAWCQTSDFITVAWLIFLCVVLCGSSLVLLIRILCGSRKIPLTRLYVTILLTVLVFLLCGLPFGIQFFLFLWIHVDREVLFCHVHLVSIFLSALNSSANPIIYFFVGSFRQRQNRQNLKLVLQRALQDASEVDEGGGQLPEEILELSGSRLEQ
TMEM16A inh: blocks the mouse calcium-activated chloride channel TMEM16A; normalized B-score (activity score, 25-100; higher = stronger inhibition) at 10 µM; Q8BHY3; HEK293 TMEM16A/YFP iodide influx fluorescence, ionomycin; hit rate 1.2% among 310,000;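 active = ratio plate-corrected score three or more library SD toward inhibition, starting fluorescence score within five deviations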;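 also: score derived from kinetic fluorescence span divided by baseline fluorescence per well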
TRPC6 activator: activates the mouse TRPC6 cation channel. Q61143. HEK293-TRPC6 membrane potential dye fluorescence; stronger effect = higher value. AID 2550. hit rate 0.13% among 310,000. B-score at 10 µM;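 active = B-score of the integrated fluorescence ratio above library mean plus 3 SD, and starting fluorescence ratio within library mean plus 5 SD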;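 also: higher score means more depolarization so channel activation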
TRPC6 inh: mouse TRPC6 channel inhibition; hit rate 1.1% among 310,000; B-score at 10 µM; HEK293-TRPC6, membrane potential dye, ACh-evoked depolarization; stronger effect = lower value;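 active = B-score under library mean minus 3 SD, initial fluorescence not abnormally high, positive integrated signal ratio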;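 also: B-score derived from integrated fluorescence ratio over the kinetic read; more negative B-score means stronger inhibition of depolarization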
MrgX1 ag: human MrgX1 receptor agonism, primary screen. Q96LB2. MrgX1-HEK293 cells, Fluo-4 calcium fluorescence, agonist mode; stronger effect = higher value. B-score at 10 µM. hit rate 0.44% among 310,000;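 active = calcium response B-score plate-corrected fluorescence ratio at least 3 library SD, with starting fluorescence B-score inside 5 SD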
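Material – MrgX1-expressing HEK293 cells · Input – 15,000 cells seeded per well · Dosing – compound as first of three additions · Times – overnight seeding, then 1 h dark dye loading · Measured by – kinetic Fluo-4 NW fluorescence of intracellular calcium · Read-out – B-scored fluorescence response ratio · Benchmarks – positive and negative control wells on each plate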
MrgX1 antagonist: blocks BAM8-22 activation of human MrgX1 receptor. Q96LB2. MRGX1-HEK293 calcium flux, Fluo-4, BAM8-22 antagonism; stronger effect = lower value. B-score at 10 µM. hit rate 1.3% among 310,000. AID 588676;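 active = calcium-response B-score plate-corrected more than 3 library SD below zero, starting fluorescence within 5 deviations, no agonist response on first addition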;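 also: peak minus trough fluorescence over baseline after final BAM8-22 challenge near maximal dose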
TRPC4 PAM: allosteric potentiators of mouse TRPC4 channel. B-score at 10 µM. hit rate 0.42% among 310,000. Q9QUQ5. AID 2227. HEK293 TRPC4beta/mu-opioid, DAMGO EC20, Fluo-4 Ca2+ flux; stronger effect = higher value;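 active = B-score of calcium response area above 5 SD of library B-scores, with initial fluorescence ratio within 5 SD of library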;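 also: B-score of integrated fluorescence ratio over time as area under calcium response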
* = called active by the depositor. The order is random. Share with any hit: about 5.8%.

What do the screens show for `COC(=O)c1c(NC(=O)Cc2cccs2)sc(C(=O)NC2CCCCC2)c1C`?
TMEM16A act: inactive; TRPC4 agonist: inactive; RGS4 inh: inactive; TRPC4 inh: inactive; MrgX1 PAM: inactive; TMEM16A inh: inactive; TRPC6 activator: inactive; TRPC6 inh: inactive; MrgX1 ag: inactive; MrgX1 antagonist: inactive; TRPC4 PAM: inactive

How did CC(C)(C)C1CCC(C(=O)OCC(=O)N2CCOCC2)CC1 (stereo not given) do in these assays?
TMEM16A act: inactive; TRPC4 agonist: inactive; RGS4 inh: inactive; TRPC4 inh: inactive; MrgX1 PAM: inactive; TMEM16A inh: inactive; TRPC6 activator: inactive; TRPC6 inh: inactive; MrgX1 ag: inactive; MrgX1 antagonist: inactive; TRPC4 PAM: inactive

How did CCOC(=O)c1ccccc1-n1c(C)cc(C2N=C(N)Nc3nc4ccccc4n32)c1C (stereo not given) do in these assays?
TMEM16A act: inactive; TRPC4 agonist: inactive; RGS4 inh: inactive; TRPC4 inh: inactive; MrgX1 PAM: inactive; TMEM16A inh: inactive; TRPC6 activator: inactive; TRPC6 inh: inactive; MrgX1 ag: inactive; MrgX1 antagonist: inactive; TRPC4 PAM: inactive

What do the screens show for `Cc1ccc(-n2ncc3c(SCC(=O)Nc4cc(C)on4)ncnc32)c(C)c1`?
TMEM16A act: inactive; TRPC4 agonist: inactive; RGS4 inh: inactive; TRPC4 inh: inactive; MrgX1 PAM: inactive; TMEM16A inh: inactive; TRPC6 activator: inactive; TRPC6 inh: inactive; MrgX1 ag: inactive; MrgX1 antagonist: inactive; TRPC4 PAM: inactive

How did N#Cc1ccc(Oc2cccc3cccnc23)c([N+](=O)[O-])c1 do in these assays?
TMEM16A act: -5.8*; TRPC4 agonist: inactive; RGS4 inh: inactive; TRPC4 inh: inactive; MrgX1 PAM: inactive; TMEM16A inh: inactive; TRPC6 activator: inactive; TRPC6 inh: inactive; MrgX1 ag: inactive; MrgX1 antagonist: inactive; TRPC4 PAM: inactive

How did O=C1CC(c2ccccc2)c2ccc(O)cc2O1 (stereo not given) do in these assays?
TMEM16A act: inactive; TRPC4 agonist: inactive; RGS4 inh: inactive; TRPC4 inh: inactive; MrgX1 PAM: inactive; TMEM16A inh: 25*; TRPC6 activator: inactive; TRPC6 inh: inactive; MrgX1 ag: inactive; MrgX1 antagonist: inactive; TRPC4 PAM: inactive

How did CC1CC(O)(CC(O)(c2ccccc2)c2ccccc2)C(C)CN1C (stereo not given) do in these assays?
TMEM16A act: inactive; TRPC4 agonist: inactive; RGS4 inh: inactive; TRPC4 inh: inactive; MrgX1 PAM: inactive; TMEM16A inh: inactive; TRPC6 activator: inactive; TRPC6 inh: inactive; MrgX1 ag: inactive; MrgX1 antagonist: inactive; TRPC4 PAM: inactive

How did COc1cc(C(=O)NCC2CCCO2)ccc1OCc1ccccc1 (stereo not given) do in these assays?
TMEM16A act: inactive; TRPC4 agonist: inactive; RGS4 inh: inactive; TRPC4 inh: inactive; MrgX1 PAM: inactive; TMEM16A inh: inactive; TRPC6 activator: inactive; TRPC6 inh: inactive; MrgX1 ag: inactive; MrgX1 antagonist: inactive; TRPC4 PAM: inactive

How did O=C(COc1ccccc1)Nc1cc2c3c(c1)CC(=O)N3CCC2 do in these assays?
TMEM16A act: inactive; TRPC4 agonist: inactive; RGS4 inh: inactive; TRPC4 inh: inactive; MrgX1 PAM: inactive; TMEM16A inh: inactive; TRPC6 activator: inactive; TRPC6 inh: inactive; MrgX1 ag: inactive; MrgX1 antagonist: inactive; TRPC4 PAM: inactive

Results for CSCCNC(=O)Nc1c(-c2c(Cl)cccc2Cl)noc1C ?
TMEM16A act: inactive; TRPC4 agonist: inactive; RGS4 inh: inactive; TRPC4 inh: inactive; MrgX1 PAM: inactive; TMEM16A inh: inactive; TRPC6 activator: inactive; TRPC6 inh: inactive; MrgX1 ag: inactive; MrgX1 antagonist: inactive; TRPC4 PAM: inactive

What do the screens show for `O=C(O)c1ccc(NC(=O)c2ccc(COc3ccc(Cl)cc3)o2)cc1`?
TMEM16A act: inactive; TRPC4 agonist: inactive; RGS4 inh: inactive; TRPC4 inh: inactive; MrgX1 PAM: inactive; TMEM16A inh: inactive; TRPC6 activator: inactive; TRPC6 inh: -5.9*; MrgX1 ag: inactive; MrgX1 antagonist: inactive; TRPC4 PAM: inactive

What do the screens show for `CC(C)(C)NC(=O)CC(CC(=O)O)c1ccccc1` (stereo not given)?
TMEM16A act: inactive; TRPC4 agonist: inactive; RGS4 inh: inactive; TRPC4 inh: inactive; MrgX1 PAM: inactive; TMEM16A inh: inactive; TRPC6 activator: inactive; TRPC6 inh: inactive; MrgX1 ag: inactive; MrgX1 antagonist: inactive; TRPC4 PAM: inactive

What do the screens show for `O=C(O)c1cccc(-c2nnn(Cc3ccccc3)n2)c1`?
TMEM16A act: inactive; TRPC4 agonist: inactive; RGS4 inh: inactive; TRPC4 inh: inactive; MrgX1 PAM: inactive; TMEM16A inh: inactive; TRPC6 activator: inactive; TRPC6 inh: inactive; MrgX1 ag: inactive; MrgX1 antagonist: inactive; TRPC4 PAM: inactive

Results for COc1cc(/C=N/Nc2ccnc(=O)[nH]2)ccc1O ?
TMEM16A act: inactive; TRPC4 agonist: inactive; RGS4 inh: inactive; TRPC4 inh: inactive; MrgX1 PAM: inactive; TMEM16A inh: inactive; TRPC6 activator: inactive; TRPC6 inh: inactive; MrgX1 ag: inactive; MrgX1 antagonist: inactive; TRPC4 PAM: inactive

Results for Cc1ccc(Sc2ncccc2COC(=O)Nc2ccccc2)cc1 ?
TMEM16A act: inactive; TRPC4 agonist: inactive; RGS4 inh: inactive; TRPC4 inh: inactive; MrgX1 PAM: inactive; TMEM16A inh: 100*; TRPC6 activator: inactive; TRPC6 inh: inactive; MrgX1 ag: inactive; MrgX1 antagonist: inactive; TRPC4 PAM: inactive

How did COc1ccc(OC)c(CCNC(=O)CCn2nc(C)c3c(C)n(-c4ccccc4)nc3c2=O)c1 do in these assays?
TMEM16A act: inactive; TRPC4 agonist: inactive; RGS4 inh: inactive; TRPC4 inh: inactive; MrgX1 PAM: inactive; TMEM16A inh: inactive; TRPC6 activator: inactive; TRPC6 inh: inactive; MrgX1 ag: inactive; MrgX1 antagonist: inactive; TRPC4 PAM: inactive

Results for O=C(NCc1ccco1)c1cc2c(s1)CCCCC2 ?
TMEM16A act: inactive; TRPC4 agonist: inactive; RGS4 inh: inactive; TRPC4 inh: inactive; MrgX1 PAM: inactive; TMEM16A inh: inactive; TRPC6 activator: inactive; TRPC6 inh: inactive; MrgX1 ag: inactive; MrgX1 antagonist: inactive; TRPC4 PAM: inactive

What do the screens show for `Cc1cc(OCC(=O)N2CCOCC2)ccc1[N+](=O)[O-]`?
TMEM16A act: inactive; TRPC4 agonist: inactive; RGS4 inh: inactive; TRPC4 inh: inactive; MrgX1 PAM: inactive; TMEM16A inh: inactive; TRPC6 activator: inactive; TRPC6 inh: inactive; MrgX1 ag: inactive; MrgX1 antagonist: inactive; TRPC4 PAM: inactive

How did O=C(NCC1CCCO1)c1ccc(COc2ccccc2)cc1 (stereo not given) do in these assays?
TMEM16A act: inactive; TRPC4 agonist: inactive; RGS4 inh: inactive; TRPC4 inh: inactive; MrgX1 PAM: inactive; TMEM16A inh: inactive; TRPC6 activator: inactive; TRPC6 inh: inactive; MrgX1 ag: inactive; MrgX1 antagonist: inactive; TRPC4 PAM: inactive

Results for O=C(O)CC/C(=N\NC(=O)c1ccccc1)c1cccs1 ?
TMEM16A act: inactive; TRPC4 agonist: inactive; RGS4 inh: inactive; TRPC4 inh: inactive; MrgX1 PAM: inactive; TMEM16A inh: inactive; TRPC6 activator: inactive; TRPC6 inh: inactive; MrgX1 ag: inactive; MrgX1 antagonist: inactive; TRPC4 PAM: inactive

How did CCN1CCN(CCNC(=O)CCc2c(C)c3c(C)nn(-c4ccccc4)c3n(C)c2=O)CC1 do in these assays?
TMEM16A act: inactive; TRPC4 agonist: inactive; RGS4 inh: inactive; TRPC4 inh: inactive; MrgX1 PAM: inactive; TMEM16A inh: inactive; TRPC6 activator: inactive; TRPC6 inh: inactive; MrgX1 ag: inactive; MrgX1 antagonist: inactive; TRPC4 PAM: inactive

Results for O=C(OCCN1CCOCC1)c1ccc(O)cc1 ?
TMEM16A act: inactive; TRPC4 agonist: inactive; RGS4 inh: inactive; TRPC4 inh: inactive; MrgX1 PAM: inactive; TMEM16A inh: inactive; TRPC6 activator: inactive; TRPC6 inh: inactive; MrgX1 ag: inactive; MrgX1 antagonist: inactive; TRPC4 PAM: inactive

What do the screens show for `C#Cc1ccc([C@H]2C=C(C(=O)NCc3nc4ccccc4[nH]3)O[C@@H](OCC)[C@@H]2CCCO)cc1`?
TMEM16A act: inactive; TRPC4 agonist: inactive; RGS4 inh: inactive; TRPC4 inh: inactive; MrgX1 PAM: inactive; TMEM16A inh: inactive; TRPC6 activator: inactive; TRPC6 inh: inactive; MrgX1 ag: inactive; MrgX1 antagonist: inactive; TRPC4 PAM: inactive

Results for CN1CCN(C(=O)CN(c2cccc(Br)c2)S(=O)(=O)c2ccccc2)CC1 ?
TMEM16A act: inactive; TRPC4 agonist: inactive; RGS4 inh: inactive; MrgX1 PAM: inactive; TMEM16A inh: inactive; TRPC6 activator: inactive; TRPC6 inh: inactive; MrgX1 ag: inactive; MrgX1 antagonist: inactive; TRPC4 PAM: inactive

What do the screens show for `Cn1nnnc1SCC(=O)N1CCCCC1`?
TMEM16A act: inactive; TRPC4 agonist: inactive; RGS4 inh: inactive; TRPC4 inh: inactive; MrgX1 PAM: inactive; TMEM16A inh: inactive; TRPC6 activator: inactive; TRPC6 inh: inactive; MrgX1 ag: inactive; MrgX1 antagonist: inactive; TRPC4 PAM: inactive

What do the screens show for `CC(=O)N1CCc2c(sc(NC(=O)c3ccc4c(c3)OCCO4)c2C#N)C1`?
TMEM16A act: inactive; TRPC4 agonist: inactive; RGS4 inh: inactive; TRPC4 inh: inactive; MrgX1 PAM: inactive; TMEM16A inh: inactive; TRPC6 activator: inactive; TRPC6 inh: inactive; MrgX1 ag: inactive; MrgX1 antagonist: inactive; TRPC4 PAM: inactive
